# Screens: PubChem, several laboratories
# MEKK2mut PB1 HTS: signal of MEK5 binding to mutant human MEKK2 PB1 domain. bead flow cytometry, Alexa488-MEK5 binding to MEKK2 mutant. percent response, % at 10 µM. hit rate 0.35% among 290,000; in the data active = percent response above about 24%, passing the limit was not always enough; note: inactives centre near 1; some results filed as inactive read as strong as hits; reference of the scale not given here
# NALP1 yeast inh: inhibitors of NALP1 inflammasome in yeast; S. cerevisiae NALP1/ASC/caspase-1 growth, X-gal OD620, 72 h; inhibition, % at 10 µM; hit rate 0.61% among 280,000; AID 2071; in the data active = inhibition mostly above about 24%, no sharp cut-off; inactive = mostly below about 32%; note: some compounds called inactive have numbers as strong as hits
# MEKK2 WT-MEK5: raises or lowers MEK5 binding to wildtype human MEKK2 PB1 domain. AID 1531. bead flow cytometry, Alexa488-MEK5 binding to MEKK2 WT; actives lie on both sides. Q9Y2U5. binding response (% of control), % at 10 µM. hit rate 1.1% among 290,000; in the data active = binding response below about 67% or above about 130%
# MEKK3 PB1 HTS: modulators (inhibitors or enhancers) of MEK5 binding to human MEKK3 PB1 domain | Q99759 | bead-based flow cytometry, Alexa488-MEK5 binding to MEKK3; actives lie on both sides; 0 = blocked by unlabeled MEK5, 100 = vehicle | binding response (% of control), % at 10 µM | hit rate 1.4% among 290,000;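 active = binding response more than 3 SD above or below the average of its plate-row segment, actives on both sides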;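 note: Alexa488 bead fluorescence after subtracting the streptavidin-only scavenger bead signal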
# GPR7 antag: antagonists of human GPR7 (neuropeptides B/W receptor 1). P48145. GPR7-expressing cells, fluorescence antagonist assay. inhibition, % at 4.4 µM. hit rate 1.1% among 290,000; in the data active = inhibition above about 16%, passing the limit was not always enough;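 note: cells stimulated with the agonist NPW; 0% = agonist with vehicle and 100% = vehicle without agonist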
# Target sequence (P48145 whole entry, looked up): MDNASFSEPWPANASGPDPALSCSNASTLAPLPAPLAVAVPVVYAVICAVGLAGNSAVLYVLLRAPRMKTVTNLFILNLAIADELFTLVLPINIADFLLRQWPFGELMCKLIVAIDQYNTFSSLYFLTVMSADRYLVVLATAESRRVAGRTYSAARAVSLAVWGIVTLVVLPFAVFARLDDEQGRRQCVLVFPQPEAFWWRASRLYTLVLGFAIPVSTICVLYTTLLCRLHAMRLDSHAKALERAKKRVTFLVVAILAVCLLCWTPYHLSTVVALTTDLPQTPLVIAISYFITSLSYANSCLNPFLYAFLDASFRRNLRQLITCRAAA
# GalR3 antag: human GalR3 antagonism. O60755. HEK293 GalR3-CNG cAMP membrane potential fluorescence; galR3 body fused to GalR1 C-terminus. inhibition, % at 3 µM. hit rate 0.44% among 360,000;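 active = inhibition above the screen-wide average plus 3 SD, cut at about 13% in these data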;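 note: forskolin and galanin both at EC90 stimulate the cells; cAMP rise reported by CNG channel membrane potential dye signal; 0% = forskolin plus galanin with DMSO and 100% = forskolin alone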
# V1aR counter: V1a receptor agonism, counter-screen for OXTR agonists; activation, % at 3 µM; AID 2797; CHO-V1R cells, Fluo-8 calcium fluorescence, agonist mode; 0% DMSO, 100% 3 nM vasopressin; hit rate 0.25% among 320,000; P37288;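 active = activation above the mean activation of all tested compounds plus 3 SD, per screening run, cut at about 20% in these data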;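 note: signal is peak over basal fluorescence ratio across a 100 second FLIPR read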
# PHOSPHO1 inh: PHOSPHO1 (human) inhibition. inhibition, % at 13.3 µM. Q8TCT1. hit rate 1.1% among 290,000. recombinant PHOSPHO1, absorbance phosphatase assay. AID 1565; in the data active = inhibition above about 60%
# Target sequence (Q8TCT1 whole entry, looked up): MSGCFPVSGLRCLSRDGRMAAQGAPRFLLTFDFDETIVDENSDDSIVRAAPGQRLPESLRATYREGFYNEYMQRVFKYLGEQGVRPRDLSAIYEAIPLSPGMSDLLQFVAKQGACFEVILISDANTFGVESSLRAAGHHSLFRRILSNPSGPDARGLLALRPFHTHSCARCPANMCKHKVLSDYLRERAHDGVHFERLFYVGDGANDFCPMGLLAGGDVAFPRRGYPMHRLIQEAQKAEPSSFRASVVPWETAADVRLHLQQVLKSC
# OXTR agonist: human OXTR agonism | P30559 | CHO-OTR cells, Fluo-8 calcium fluorescence; normalized: DMSO 0%, oxytocin 100% | activation, % at 3 µM | hit rate 0.32% among 320,000 | AID 2435;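 active = activation above the mean of all tested compounds plus 3 SD, cutoff set per screening run, cut at about 20% in these data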;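 note: peak over basal fluorescence ratio from a 100 s FLIPR kinetic read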
# Target sequence (P30559 whole entry, looked up): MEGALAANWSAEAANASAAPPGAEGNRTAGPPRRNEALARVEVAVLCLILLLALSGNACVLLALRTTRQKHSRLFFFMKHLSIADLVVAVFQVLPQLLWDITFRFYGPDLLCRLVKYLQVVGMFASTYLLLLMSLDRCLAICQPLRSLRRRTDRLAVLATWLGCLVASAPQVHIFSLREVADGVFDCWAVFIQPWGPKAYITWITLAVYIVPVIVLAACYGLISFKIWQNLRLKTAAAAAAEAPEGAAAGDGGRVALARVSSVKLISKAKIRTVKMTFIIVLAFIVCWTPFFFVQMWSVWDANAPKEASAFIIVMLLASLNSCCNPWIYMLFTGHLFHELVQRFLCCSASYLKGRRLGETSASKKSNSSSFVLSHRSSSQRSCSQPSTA
# * marks the source's active call; other numbers are inactive results; . = not tested or not shown; [ ] = dose if it differs, or a comment.
SMILES,MEKK2mut PB1 HTS,NALP1 yeast inh,MEKK2 WT-MEK5,MEKK3 PB1 HTS,GPR7 antag,GalR3 antag,V1aR counter,PHOSPHO1 inh,OXTR agonist
Cc1ccccc1C(=O)NC(=S)Nc1ccc(Oc2ccc(Cl)cc2)cc1,-12,5,91,85,-2,-4,-0.2,22,0.0
CNc1nc(Sc2ccc(C)cc2)cc(C(F)(F)F)n1,1,4,101,104,-13,-4,4.0,0,-1.4
CCOC(=O)NN1C(=O)c2ccccc2NC1c1ccc(N(C)C)cc1 (configuration not stated),1,8,109,144*,0,-10,-0.1,11,-0.3
O=C1CC(c2cccnc2)c2cc3c(cc2N1)OCO3 (configuration not stated),0,15,108,104,-2,1,0.9,5,0.8
CC(C)(C)c1csc(NNC(=O)c2ccc(Cl)cc2)n1,-1,.,99,101,-10,-5,0.9,-26,-0.1
COc1cc(C(c2c(C)[nH][nH]c2=O)c2c(C)[nH][nH]c2=O)cc(OC)c1OC,2,-19,99,100,-5,1,0.9,22,0.9
CCSCCOC(=O)C1=C(C)NC(=O)NC1c1ccccc1 (configuration not stated),2,20,106,102,-8,4,0.2,-1,-0.7
O=C(NCc1cccnc1)c1ccccc1NS(=O)(=O)c1ccccc1,5,1,111,106,-4,-2,-0.4,-7,0.5
Cc1nc(NCC(c2ccccc2)N(C)C)c2c(C)c(C)sc2n1 (configuration not stated),3,11,103,100,-2,-10,-1.4,18,-1.0
COC(=O)c1ccc(CN2CCC(Oc3cccc(C(=O)N4CCOCC4)c3)CC2)cc1,15,6,101,103,-2,-1,3.4,25,0.4
S=C(c1ccc(Br)cc1)N1CCCC1,7,2,110,106,-5,-10,-0.7,.,-1.7
C=CCOc1ccc(/C=C2\SC(N)=NC2=O)cc1OC,8,14,111,106,-10,-2,-1.1,33,-1.0

# Some of these compounds in order of the GPR7 antag value, descending:
SMILES	GPR7 antag
Cc1nc(NCC(c2ccccc2)N(C)C)c2c(C)c(C)sc2n1 (configuration not stated)	-2
O=C(NCc1cccnc1)c1ccccc1NS(=O)(=O)c1ccccc1	-4
S=C(c1ccc(Br)cc1)N1CCCC1	-5
CCSCCOC(=O)C1=C(C)NC(=O)NC1c1ccccc1 (configuration not stated)	-8

# No new results follow: an excerpt of the list.
SMILES,MEKK2mut PB1 HTS,NALP1 yeast inh,MEKK2 WT-MEK5,MEKK3 PB1 HTS,GPR7 antag,GalR3 antag,V1aR counter,PHOSPHO1 inh,OXTR agonist
COc1cc(C(c2c(C)[nH][nH]c2=O)c2c(C)[nH][nH]c2=O)cc(OC)c1OC,2,-19,99,100,-5,1,0.9,22,0.9
CCSCCOC(=O)C1=C(C)NC(=O)NC1c1ccccc1 (configuration not stated),2,20,106,102,-8,4,0.2,-1,-0.7
O=C(NCc1cccnc1)c1ccccc1NS(=O)(=O)c1ccccc1,5,1,111,106,-4,-2,-0.4,-7,0.5
Cc1nc(NCC(c2ccccc2)N(C)C)c2c(C)c(C)sc2n1 (configuration not stated),3,11,103,100,-2,-10,-1.4,18,-1.0

# The listing continues:
SMILES,MEKK2mut PB1 HTS,NALP1 yeast inh,MEKK2 WT-MEK5,MEKK3 PB1 HTS,GPR7 antag,GalR3 antag,V1aR counter,PHOSPHO1 inh,OXTR agonist
CC(C)(O)c1[nH]c2cc(C(F)(F)F)ccc2c1C(C)(C)O,7,12,101,101,-9,-7,1.4,4,3.1
O=C(Nc1ccc(OC(F)F)cc1)c1cc[n+]([O-])cc1,2,21,93,101,-16,0,0.9,20,0.6
CC1N(C)c2cc(NC(=O)c3ccco3)c(P(=O)(Nc3ccc([N+](=O)[O-])cc3)N3CCOCC3)cc2C1(C)C (configuration not stated),-3,-8,85,104,8,-8,0.6,4,-1.2
Cc1cc(C)nc(Nc2cccc3ccccc23)n1,-1,.,105,102,15,-12,-0.5,.,-1.8
CCC(C)(C)NC(=O)C(c1ccc(F)cc1)N(Cc1ccco1)C(=O)c1cnccn1 (configuration not stated),6,11,104,105,4,-2,0.0,1,-0.2
COc1ccc(N2C(=O)N[C@@H](Cc3ccccc3)C2=O)cc1OC,2,4,103,104,-12,8,0.2,30,-0.4
COc1ccccc1NC(=O)COC(=O)C1CC1,-4,14,100,104,-6,-3,0.5,12,0.2
COC(=O)c1ccc(COC(=O)c2ccc(-n3cnnn3)cc2)o1,-3,19,95,96,-10,-1,1.4,-28,0.1
CC(C)(C)OC(=O)CNC(=O)c1nc[nH]c1C(=O)N1CCN(C(=O)OC(C)(C)C)CC1,18,4,104,98,2,-1,0.5,-7,0.2
CCOC(=O)C1CCN(C(=O)c2cccc(NC(=O)C(CC)CC)c2)CC1,-12,17,81,81*[inhibitor],1,-6,-0.4,-18,-1.7
O=S(=O)(Nc1ccc2nc(-c3ccco3)[nH]c2c1)c1ccccc1,-5,0,87,90,-12,-4,2.3,26,2.0
CCOC(=O)CNc1nc(Cl)nc(Nc2ccc(OC)cc2OC)n1,7,2,107,103,-17,-6,-0.6,40,-2.9

# Brought forward from above: 3 compounds, then new ones.
SMILES,MEKK2mut PB1 HTS,NALP1 yeast inh,MEKK2 WT-MEK5,MEKK3 PB1 HTS,GPR7 antag,GalR3 antag,V1aR counter,PHOSPHO1 inh,OXTR agonist
CCOC(=O)C1CCN(C(=O)c2cccc(NC(=O)C(CC)CC)c2)CC1,-12,17,81,81*[inhibitor],1,-6,-0.4,-18,-1.7
O=S(=O)(Nc1ccc2nc(-c3ccco3)[nH]c2c1)c1ccccc1,-5,0,87,90,-12,-4,2.3,26,2.0
CCOC(=O)CNc1nc(Cl)nc(Nc2ccc(OC)cc2OC)n1,7,2,107,103,-17,-6,-0.6,40,-2.9
CCCc1nc(SC2CCCC2)c2c(=O)n(C)c(=O)n(C)c2n1,12,27,112,115,.,.,-0.3,-6,-1.3
O=c1oc(-c2cccs2)nc2sc3c(c12)CCC3,4,-23,104,101,-6,-5,-0.6,15,-0.4
Cc1c(Cl)c(C(=O)NC2CCCC2)nn1C,3,2,74,55,-8,-5,0.7,-1,-0.8
O=C(/C=C/c1ccc(F)cc1)Nc1cc(S(=O)(=O)N2CCOCC2)ccc1N1CCCC1,9,35,88,101,2,-12,-0.2,-8,-0.8
O=C(/C=C/c1ccncc1)c1ccc2c(c1)OCCO2,-10,14,90,103,-4,-1,1.4,13,-0.2
CC12CN3CC(C)(CN(C1)C3c1ccc3ccccc3c1O)C2=O (configuration not stated),5,-6,104,103,-5,-2,0.3,4,-0.3
O=C(NC1CCCCCC1)C1CCN(S(=O)(=O)c2ccccc2)CC1,3,7,106,102,-1,-3,1.7,14,2.2
COc1ccc(S(=O)(=O)N(CC(=O)Nc2ccccc2C(=O)N2CCOCC2)c2ccc(F)cc2)cc1,4,8,103,99,-11,3,-0.6,23,0.3
O=C(/C=C/c1ccccc1)NC(=S)Nc1ccccc1O,6,-2,105,104,-4,-9,0.6,33,-1.0
Cc1ccc(NC(=O)N2CCCC2C(=O)Nc2c(C)cc(C)cc2C)cc1 (configuration not stated),5,1,106,109,1,-10,-0.8,28,-0.6
CNc1nc(SCC(=O)OC)nc(N2CCOCC2)n1,2,9,105,97,6,2,2.2,17,0.0
O=C(NCCCN1CCCC1=O)Nc1ccc([N+](=O)[O-])cc1,-1,10,101,101,-4,-10,0.7,9,0.5

# Next part, overlapping the part above by two compounds.
SMILES,MEKK2mut PB1 HTS,NALP1 yeast inh,MEKK2 WT-MEK5,MEKK3 PB1 HTS,GPR7 antag,GalR3 antag,V1aR counter,PHOSPHO1 inh,OXTR agonist
CNc1nc(SCC(=O)OC)nc(N2CCOCC2)n1,2,9,105,97,6,2,2.2,17,0.0
O=C(NCCCN1CCCC1=O)Nc1ccc([N+](=O)[O-])cc1,-1,10,101,101,-4,-10,0.7,9,0.5
CC(c1ccccc1)N1C(=O)c2ccc(C(=O)Nc3ccc(Br)cc3C(=O)O)cc2C1=O (configuration not stated),0,12,100,102,-6,-3,-0.5,-31,-0.2
O=C(COc1ccccc1F)Nc1ccc(S(=O)(=O)NCc2ccco2)cc1,0,-24,100,99,-7,-3,7.0,-22,4.6
COC(=O)C(C)Oc1ccc2c(c1)O/C(=C\c1cccc(Br)c1)C2=O (configuration not stated),5,22,106,105,-5,-10,-0.6,-3,-0.6
CCCCc1c(C)[nH]c(=S)[nH]c1=O,4,8,99,98,-4,-4,0.3,0,-0.9
CCOc1ccc(NC(=O)NCc2cccnc2)cc1,3,-8,105,102,-7,-3,0.6,24,-0.1
Cc1ccc(NC(=O)C2C3C=CC(O3)C2C(=O)O)cc1C (configuration not stated),9,3,105,103,-10,1,3.2,-3,1.2
CC1CCCN(C(=O)c2ccccc2OC2CCN(S(C)(=O)=O)CC2)C1 (configuration not stated),-12,3,81,89,3,-7,0.8,35,0.1
Cn1nc(C(F)(F)F)c(-c2ccccc2)c1NC(=O)CSCC(=O)O,-8,25,97,98,17,0,13,29,0.1
COc1cc(O)c(C(CCN2CCCC(C)C2)c2ccc3c(c2)OCO3)c(OC)c1 (configuration not stated),6,4,98,104,.,-5,2.3,22,5.2
Cc1ccc(S(=O)(=O)NNC(=O)CCC(=O)Nc2ccccc2)cc1,8,-2,108,103,1,1,0.5,8,-0.3
CC1Cc2ccccc2N1CC(=O)NC(=O)NC1CCCC1 (configuration not stated),32,-4,110,125,-14,-6,-2.1,5,-1.6
CC(OC(=O)c1cccc(N2C(=O)c3ccccc3C2=O)c1)C(=O)Nc1ccc(N(C)C)cc1 (configuration not stated),-1,33,100,101,-7,-2,1.2,-4,0.5
Nn1c(SCc2nc3ccccc3[nH]2)nnc1-c1ccccc1,-1,3,94,97,8,-2,-1.0,56,-1.2
COc1ccc(NC(=O)C2(N(C(=O)Cn3nnnc3N)c3ccc(OC)cc3)CCCCC2)cc1,2,-4,98,97,4,-9,0.7,8,0.1
CC1=CC(C)(C)N(S(=O)(=O)c2ccc(C)cc2)c2ccccc21,-8,-9,90,85,9,-15,-1.3,4,-1.6
CCNC(=O)CCn1nc(-c2ccc(Cl)cc2)c2ccccc2c1=O,0,9,101,100,-5,-4,-0.9,9,-2.6
CCC(c1nnc(SCC(=O)Nc2ccc(Cl)cc2C(F)(F)F)n1C1CCCCC1)N(C)C (configuration not stated),5,27,114,98,0,-8,0.1,-7,-2.4
CC1CCCC(NC(=O)c2cccc(S(=O)(=O)N3CCCCC3)c2)C1C (configuration not stated),4,12,102,104,2,-3,1.4,24,-0.9
Cc1[nH]nc(N2CCCCC2)c1[N+](=O)[O-],-3,.,91,99,-6,-3,0.8,5,0.5
CCC(C)NC(=O)c1cc(S(=O)(=O)N2CCCCC2)c[nH]1 (configuration not stated),0,19,103,101,-3,8,1.1,5,0.4
CCN(CCCNC(=O)c1[nH]c(C)c(C(C)=O)c1C)c1ccccc1,5,6,108,104,-3,-2,6.7,42,8.0
CNC(=O)c1ncnnc1N(C)C(=O)NCc1ccccc1,17,7,129,117,-14,-1,0.7,53,1.4
CC1=C(OC(=O)c2ccccc2)C(C)(C)C(c2ccccc2)OC1=O (configuration not stated),-4,-4,102,104,-2,-4,-0.5,26,-1.6
O=C(CC1C(=O)NCCN1Cc1ccc(F)c(F)c1)NCCCn1ccnc1 (configuration not stated),-12,6,93,101,-13,-6,0.7,24,-0.1
